SW480 rerep: induces DNA re-replication in SW480 colon adenocarcinoma cells | actives 1.8% (n = 340,000) | Potency, µM (highest dose often 46.1 µM), for the others: at the top dose re-replication activation, usual class: activators | SW480 DNA re-replication, Hoechst DNA content imaging, 48 h; also: potency is read from the fitted curve at half-maximal effect; % of control where 0% means no effect; nearly all actives have a fitted effect of over 55% in size
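Hoechst fluorescence of nuclei (405 nm excitation, 500-530 nm emission) measured by plate-scanning imager after 48 hr compound exposure at 37 C; re-replication scored as increased number of nuclei with elevated intensity.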
HT1080-NT tox: kills 2HG-producing HT-1080-NT fibrosarcoma cells | HT-1080-NT fibrosarcoma viability, CellTiter-Glo ATP luminescence, 48 h | Potency, µM (series often up to 46.1 µM), for the others: top-dose activity, negative = less viability, usual class: cytotoxic | actives 1.6% (n = 360,000) | AID 686970;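 also: NT is the 2HG producing partner of a matched IDH1 knockdown line; potency is read from the fitted curve at half-maximal effect; 0% = DMSO-treated cells and -100% = media-only wells without cells; nearly all actives have a fitted effect of over 55% in size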
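Fibrosarcoma NT cells, 750 per well in 5% FBS RPMI, were exposed to compound for 48 hours. Viability: CellTiter-Glo luminescence.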
ATXN viability: viability counter-screen for ATXN expression inhibitors; Potency, µM (titrated, usually from 56.7 µM), most hits filed as cytotoxic; AID 651635; actives 0.49% (n = 400,000); S2 cells (HEK-293 line with an ATXN2-luciferase reporter) viability, CellTiter-Fluor protease fluorescence, 24 h; also: potency is read from the fitted curve at half-maximal effect; nearly all actives have a fitted effect of over 40% in size
KB-3-1 tox: kills parental KB-3-1 adenocarcinoma cells; KB-3-1 viability, CellTiter-Glo ATP luminescence, 72 h; actives 1.4% (n = 400,000); Potency, µM (highest dose often 46.1 µM), for the others: top-dose activity change, negative = cytotoxic, usual class: cytotoxic; also: potency is read from the fitted curve at half-maximal effect; % is scaled to controls: 0 for no effect and ±100 for the full control effect; nearly all actives have a fitted effect of over 60% in size
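KB-3-1 cells, DMEM (no phenol red) + 10% FBS; compound by pin transfer, 72 h, 37 °C. Readout: CellTiter-Glo luminescence after 10 min. Data normalized, curve-fitted.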
HT1080 IDH1KD tx: kills HT-1080 cells with IDH1 knockdown. actives 2% (n = 360,000). HT-1080 IDH1 knockdown viability, ATP luminescence, 48 h. Potency, µM (highest dose often 46.1 µM), inactives show top-dose activity, negative = toxicity, hits mostly cytotoxic;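 also: potency is read from the fitted curve at half-maximal effect; 0% = DMSO wells and -100% = cell-free medium wells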
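Assay cells: HT-1080 with IDH1 knockdown, 750 per well, RPMI/5% FBS. Exposure: 48 h at 37 °C following 2 h pre-incubation. Read: CellTiter-Glo luminescence; fitted concentration-response, curve class assigned.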
HepG2 viability: HepG2 cytotoxicity, counter-screen for TGF-b inhibitors; HepG2 CAGA-GFP viability, ATP luminescence, 18 h; Potency, µM (top dose mostly 46.1 µM), inactives show top-dose activity change, negative = cytotoxicity, hits mostly cytotoxic; actives 0.76% (n = 410,000); AID 588856; also: potency is read from the fitted curve at half-maximal effect; some results filed as inactive show a strong effect at the top dose
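CellTiter-Glo luminescence gave cytotoxicity after 18 hours at 37 degrees C. The cells were HepG2 CAGA-GFP in 1% FBS DMEM, stimulated with 500 pg/mL TGF-beta after compound addition. %Activity was normalised to no-cell wells (complete cell-killing) and DMSO (no toxicity), and curves were fitted and classified.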
IL1B secr inh: inflammasome signaling inhibition, IL-1 beta readout. THP-1 LPS/ATP IL-1B secretion, AlphaLISA, 16 h; stronger effect = lower value. activity change, % at 57.5 µM. actives 4.7% (n = 360,000). AID 743279; in the data active = activity change below about -50%; inconclusive = mostly about -30% to -49%; also: % is scaled to controls: 0 for no effect and ±100 for the full control effect
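THP-1 cells pretreated 1 hr with compounds (up to 57.5 uM final), then stimulated with LPS (250 ng/mL final) plus ATP (1.25 mM final); secreted IL-1B measured by AlphaLISA after 16 hr, decreased signal indicating inhibition.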
ATXN2 expr inh: reduces ATXN2 reporter expression in HEK-293 cells; HEK-293 ATXN2-luciferase reporter, luminescence, 24 h; Potency, µM (titrated, usually from 57 µM), inactives show top-dose activity change, negative = inhibition, actives largely listed as inhibitors; actives 0.72% (n = 360,000); also: potency is read from the fitted curve at half-maximal effect; % is scaled to controls: 0 for no effect and ±100 for the full control effect; nearly all actives have a fitted effect of over 55% in size
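qHTS (up to 57 uM final) was run with 24 h compound exposure of reporter cells at 37 °C. Each well was multiplexed: SteadyGlo luminescence measured ATXN2-luciferase expression after a fluorogenic Gly-Phe-AFC viability readout (25 uM final).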
MCF10A rereplic: induces DNA re-replication in MCF 10a normal breast cells; MCF 10A DNA re-replication, Hoechst nuclear intensity, 48 h; Potency, µM (titrated, usually from 46.1 µM), for inactives: at the highest dose activity, positive = re-replication, hits mostly activators; actives 2.9% (n = 350,000); AID 624296; also: potency is read from the fitted curve at half-maximal effect; % of control where 0% means no effect; nearly all actives have a fitted effect of over 50% in size
An asterisk follows results filed as active; i = inactive; ? = inconclusive; nt = not tested or not shown; [ ] = dose if it differs, or a comment. Unless noted, calls follow the shape of the dose curve; as a rule, active = well fitted curve in the direction sought with a large enough effect; inconclusive = small, poorly fitted or top-dose-only effect, or another doubt; inactive = no such curve, though single readings can be large; an effect the other way counts as inactive or inconclusive.

structure	SW480 rerep	HT1080-NT tox	ATXN viability	KB-3-1 tox	HT1080 IDH1KD tx	HepG2 viability	IL1B secr inh	ATXN2 expr inh	MCF10A rereplic
CCOc1cccc(-c2nnc3sc(-c4cccs4)nn23)c1	-3%	-3%	i	-17%	8%	-9%	-13	-19%	12%
CN(CC(=O)Nc1ccccc1Br)C(=O)CCCSc1nc2ccccc2[nH]1	1%	1%	i	?	-5%	10%	5	3%	4%
Cc1ccc(NC(=O)COC(=O)Cc2c[nH]c3ccccc23)cc1F	1%	4%	i	0%	1%	-3%	-19	3%	4%
CCOC(=O)c1ccc(-c2nnc(-c3ccc(Cl)cc3Cl)o2)cc1	-4%	10%	i	1%	2%	-3%	19	60%[activator]	-1%
COc1cc2c(cc1OC)CN(C(=O)c1nn(Cc3ccccc3)c(=O)c3ccccc13)CC2	4%	5%	?	-30%	1%	-17%	?	12%	8%
COc1ccc(-c2nc3c(C(=O)NCCN(C)C)cccc3c3ccccc23)cc1	?	?	?	?	?	18µM*	-100*	0%	?
Cc1ccc(S(C)(=O)=NC(=O)NC(=O)c2c(Cl)cccc2Cl)cc1 (stereo unspecified)	-9%	-1%	i	8%	7%	15%	-6	-9%	0%
COc1ccc(CNC(=O)CNC(C)c2ccc(F)cc2)cc1 (stereo unspecified)	0%	-2%	i	-4%	5%	8%	?	0%	-16%
O=C(/C=C/c1ccccc1)NNC(=O)c1cccnc1	-2%	-2%	i	-12%	0%	5%	16	2%	6%
CC(=O)Nc1ccc(S(=O)(=O)Nc2nc3ccccc3nc2Nc2ccc(N)cc2)cc1	22%	-8%	i	-7%	3%	21%	9	nt	-1%
CC1CCCCC1NC(=O)CSc1nnc(CNC(=O)c2ccccc2)n1C (stereo unspecified)	-17%	-1%	i	?	0%	-5%	0	1%	-6%
Cn1c(=O)cc(SCC(=O)N2CCN(C(=O)c3ccco3)CC2)c2ccccc21	-4%	1%	i	2%	-18%	-26%	-6	47%[activator]	2%
CN(C)c1oc(-c2ccc(OCc3ccccc3)cc2)nc1C#N	-97%[inhibitor]	10%	i	-21%	-5%	0%	-15	60%[activator]	?
CC1(C)CC(=O)C(C(c2cccc([N+](=O)[O-])c2)C2C(=O)CC(C)(C)CC2=O)C(=O)C1	-4%	-2%	i	-3%	-2%	-14%	-14	1%	-1%
COc1cccc(/C=C/C(=O)N2CCN(c3n[nH]c(=O)[nH]c3=O)CC2)c1OC	-14%	1%	i	11%	-3%	22%	1	-10%	0%
O=Cc1[nH]c2ccccc2c1N(C(=O)CCl)c1ccccc1	-22%	16µM*	?	0%	23µM*	-151%	nt	?	?
OC(CCN1CCCCC1)c1ccc(-c2ccccc2)cc1 (stereo unspecified)	-4%	?	i	8%	-19%	-2%	-15	6%	8%
CCOc1ccccc1-c1cc(-c2ccccc2)nc2c1c(=O)n(C)c(=O)n2C	-7%	1%	i	-3%	0%	-7%	14	-4%	8%
Cc1cc(C(=O)COC(=O)/C=C/c2ccc(F)cc2)c(C)n1C	-1%	5%	i	5%	5%	-6%	-12	-5%	-3%
O=C(O)CC/C(=C\c1ccccc1[N+](=O)[O-])c1nc2ccccc2s1	-18%	-1%	i	16%	-1%	20%	42	-24%	0%
O/N=C(/Cc1ccccn1)c1ccccc1	-6%	15%	i	-10%	13%	-6%	38	-19%	-1%
CCOC(=O)C1(Cc2cccc(F)c2)CCN(C(=O)C2CCC2)CC1	11%	1%	i	?	-5%	-56%	12	0%	19%
CCCOc1ccc(NCC(=O)Nc2ccc(C)cc2C)cc1	?	-2%	i	13%	3%	-14%	-4	-3%	9%
Cc1cc(-c2[nH]nc3c2C(c2ccsc2)C(C#N)=C(N)O3)c(C)s1 (stereo unspecified)	0%	8%	i	11%	0%	-1%	0	-9%	16%
O=C1N(Cc2ccccc2)c2ccccc2C12OCCO2	-3%[9.22 µM]	2%	i	-3%	7%	4%	18	-17%	-3%
CCOC(=O)C1(C)CCCCCN1C(=O)c1ccc(Cl)nc1 (stereo unspecified)	nt	-1%	i	0%	12%	4%	45	2%	nt
CC(C)NC(=O)C1CCCN(c2ncnc3onc(-c4ccc(F)cc4)c23)C1 (stereo unspecified)	nt	nt	i	-4%	nt	-2%	nt	-5%	nt
CCCC[n+]1c(C)sc2cc(OC)ccc21	-3%	-7%	i	-2%	0%	-4%	-8	nt	-3%
Cc1ccccc1C(=O)N/N=C/c1ccc(Sc2ccccn2)o1	0%	-9%	i	2%	0%	-8%	0	-1%	-6%
CC(C)c1ccccc1NC(=O)CN1C(=O)c2ccccc2C1=O	-7%	14%	i	6%	11%	-14%	24	-22%	4%
O=C(Cc1ccc(F)cc1)Nc1nnc(-c2ccc(F)cc2)o1	?	-21%	i	?	-25%	-15%	7	-6%	2%
Cc1cc(-c2ccc(C(C)C)c(S(=O)(=O)N3CC(=O)Nc4ccccc43)c2)on1	?	-25%	i	-10%	?	-9%	5	-15%	?

Quoted at random: 2 entries already listed, in no set order.
structure	SW480 rerep	HT1080-NT tox	ATXN viability	KB-3-1 tox	HT1080 IDH1KD tx	HepG2 viability	IL1B secr inh	ATXN2 expr inh	MCF10A rereplic
O=C1N(Cc2ccccc2)c2ccccc2C12OCCO2	-3%[9.22 µM]	2%	i	-3%	7%	4%	18	-17%	-3%
Cc1ccccc1C(=O)N/N=C/c1ccc(Sc2ccccn2)o1	0%	-9%	i	2%	0%	-8%	0	-1%	-6%

Structures above that contain a Cl atom (4):
structure	SW480 rerep	HT1080-NT tox	ATXN viability	KB-3-1 tox	HT1080 IDH1KD tx	HepG2 viability	IL1B secr inh	ATXN2 expr inh	MCF10A rereplic
CCOC(=O)c1ccc(-c2nnc(-c3ccc(Cl)cc3Cl)o2)cc1	-4%	10%	i	1%	2%	-3%	19	60%[activator]	-1%
Cc1ccc(S(C)(=O)=NC(=O)NC(=O)c2c(Cl)cccc2Cl)cc1 (stereo unspecified)	-9%	-1%	i	8%	7%	15%	-6	-9%	0%
O=Cc1[nH]c2ccccc2c1N(C(=O)CCl)c1ccccc1	-22%	16µM*	?	0%	23µM*	-151%	nt	?	?
CCOC(=O)C1(C)CCCCCN1C(=O)c1ccc(Cl)nc1 (stereo unspecified)	nt	-1%	i	0%	12%	4%	45	2%	nt

(further entries)
structure	SW480 rerep	HT1080-NT tox	ATXN viability	KB-3-1 tox	HT1080 IDH1KD tx	HepG2 viability	IL1B secr inh	ATXN2 expr inh	MCF10A rereplic
CCc1ccc2nc(N(CCN(CC)CC)C(=O)c3cccs3)sc2c1	nt	nt	i	15%	nt	-50%	nt	-13%	nt
COc1ccc(NC(=O)c2nc(C)c(C3(C)CC(c4cccnc4)=NO3)s2)cc1 (stereo unspecified)	7.3µM*	?	?	4.6µM*	6.5µM*	-12%	31	-10%	?
Cc1ccc(C)c(OCC(=O)N(Cc2nnc(-c3ccccc3Cl)o2)C2CC2)c1	0%	1%	?	-3%	-3%	-4%	-5	-6%	7%
CCCCC1=CC2=C(c3ccco3)C(=O)C(C)(OC(=O)c3ccc(OC)cc3)C(=O)C2=CN1CCN1CCOCC1 (stereo unspecified)	18%	9%	?	-1%	-2%	-25%	-18	-8%	15%
O=C(Nc1cccc(C(F)(F)F)c1)c1noc2c1CCc1ccccc1-2	nt	nt	i	-7%	nt	-21%	nt	1%	nt
O=C(Cn1cnc2ccccc2c1=O)c1ccc2ccccc2c1	-4%	6%	i	1%	-7%	-3%	-3	45%[activator]	15%
C#CCOCCOCCOCCNc1nc(N2CCN(C(=O)CCCCCCCCCCNC(=O)Cn3cc(CCCCCN)nn3)CC2)nc(N2CCN(C(=O)CCCCCCCCCCNC(=O)[C@H]([C@@H](C)CC)n3cc(CCCCCN)nn3)CC2)n1	-6%	?	22µM*	?	?	-116%	-106*	?	17%
CCN(CC)c1ccc(C(=C2C=CC(=[N+](CC)CC)C=C2)c2ccc(N(CC)CC)cc2)cc1	21µM*	7.3µM*	nt	?	5.2µM*	11µM*	?	?	?
CN(C1CCCCC1)S(=O)(=O)c1cccc2nsnc12	-16%	6%	i	2%	0%	-16%	33	nt	-4%
CC(=O)c1cccc(-c2cnc3c(NC=O)cc(-c4ccccc4F)cn23)c1	nt	-24%	i	-1%	-23%	5%	157	?	nt
O=C(c1ccc(F)cc1)N1CCCC(C(=O)N2CCN(c3ccccc3)CC2)C1 (stereo unspecified)	-12%	12%	i	5%	12%	-24%	3	-13%	0%
O=C(c1ccc(Cl)cc1)N1CCCOC1	-1%	2%	i	17%	4%	-16%	44	2%	-1%
Cc1cc(SCC(=O)N/N=C/c2ccc(O)c(O)c2)nc2ccccc12	?	-29%	?	16%	?	-21%	10	-10%	18%
Cc1ccc(-c2cc(C(=O)N/N=C/C=C/c3ccccc3)n[nH]2)s1	12%	?	i	-3%	-25%	-30%	-7	-4%	?

Bioassay records (PubChem)
